# High-throughput results (PubChem)
# core dimer inh – blocks dimerization of HCV core protein; TR-FRET GST/Flag-core106 dimerization, 1536-well; inhibition, % at 5 µM; actives 0.33% (n = 300,000); AID 1899;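 active = inhibition above the mean of all tested compounds plus 3 SD, set per screening campaign, cut at about 45% in these data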
#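 System: GST-tagged and Flag-tagged HCV core protein residues 1-106 / Input: core106 proteins, GST 13.5 nM and Flag 17 nM / Buffer or medium: KF-containing HEPES buffer, pH 7.45, DTT, CHAPS, BSA / Probe or stimulus: Eu-anti-GST and XL665-anti-Flag labelled anti-tag antibodies / Schedule: 4 h, 22.5 °C incubation / Technique: TR-FRET 671 and 617 nm emission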
# EBNA-1 inhibitor – blocks EBNA-1 binding to DNA; EBNA-1 DNA binding, fluorescence polarization; actives 0.34% (n = 300,000); inhibition, % at 14.8 µM; in the data active = inhibition above about 28%
# PREPL inhibitor – human PREPL enzyme inhibition; actives 0.68% (n = 320,000); recombinant PREPL, fluorescence polarization activity-based probe; inhibition, % at 5.96 µM; AID 2751; Q4J6C6; in the data active = inhibition above about 43%;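 note: 0% = enzyme with DMSO and 100% = wells lacking enzyme; many of its hits are not listed in these tables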
# ZTA DNA inh – blocks Epstein-Barr virus ZTA, an EBNA-1 counter-screen. P03206. ZTA-DNA binding, fluorescence polarization. inhibition, % at 11 µM. actives 0.15% (n = 320,000); in the data active = inhibition above about 33%
# Target sequence (P03206 whole entry, looked up): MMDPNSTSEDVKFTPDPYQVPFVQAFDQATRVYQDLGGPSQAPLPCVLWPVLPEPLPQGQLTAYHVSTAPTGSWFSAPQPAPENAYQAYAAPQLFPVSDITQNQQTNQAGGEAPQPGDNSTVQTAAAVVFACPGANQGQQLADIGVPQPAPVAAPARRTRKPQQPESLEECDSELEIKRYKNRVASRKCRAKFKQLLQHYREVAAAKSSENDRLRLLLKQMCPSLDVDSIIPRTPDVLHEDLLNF
# TPT1 inh – C. albicans TPT1 enzyme inhibition; actives 0.81% (n = 300,000); inhibition, % at 5 µM; recombinant caTPT1, FP RNA substrate dephosphorylation;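 active = inhibition above the mean of all tested compounds plus 3 SD, set per screening campaign, cut at about 24% in these data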;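 note: plate controls were DMSO alone for no effect and ferristatin control at 100 nM for full effect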
# PP5 inh – PP5 (human) phosphatase inhibition; P53041; purified PP5c, OMFP substrate fluorescence; inhibition, % at 6.7 µM; actives 0.18% (n = 320,000); AID 1987;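 active = inhibition above the campaign's mean inhibition across all tested compounds plus 3 SD, cut at about 9.5% in these data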;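 note: 0% = DMSO only and 100% = 100 µM cantharidin control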
# Target sequence (P53041 whole entry, looked up): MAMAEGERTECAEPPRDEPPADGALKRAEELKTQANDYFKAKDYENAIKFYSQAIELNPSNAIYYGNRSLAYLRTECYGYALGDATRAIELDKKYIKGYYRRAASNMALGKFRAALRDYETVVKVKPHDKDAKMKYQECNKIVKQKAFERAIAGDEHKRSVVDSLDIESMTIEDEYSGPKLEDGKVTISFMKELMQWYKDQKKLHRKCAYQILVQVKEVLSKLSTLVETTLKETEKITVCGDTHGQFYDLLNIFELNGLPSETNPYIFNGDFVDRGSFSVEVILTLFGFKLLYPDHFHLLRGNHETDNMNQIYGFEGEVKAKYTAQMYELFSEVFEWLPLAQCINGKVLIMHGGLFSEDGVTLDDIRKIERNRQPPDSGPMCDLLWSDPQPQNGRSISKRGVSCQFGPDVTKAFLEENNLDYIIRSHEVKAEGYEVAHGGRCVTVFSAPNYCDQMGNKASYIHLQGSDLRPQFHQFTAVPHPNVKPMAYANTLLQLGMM
# Fh CTSL1 inh – counter-screen for PFM18AAP inhibitors: inhibitors of F. hepatica cathepsin L1; inhibition, % at 5.96 µM; actives 0.49% (n = 300,000); recombinant F. hepatica cathepsin L1, Z-Leu-Arg-MCA fluorescence;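 active = inhibition above the mean of all tested compounds plus 3 SD, set per screening campaign, cut at about 17% in these data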;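 note: 0% = plate median of test compound wells and 100% = 1 µM Z-Phe-Ala-diazomethylketone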
# PP1 inh – PP1-alpha (human) inhibition in PP5 counter-screen; P62136; purified PP1alpha, OMFP fluorescence; inhibition, % at 6.7 µM; actives 0.9% (n = 320,000);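 active = inhibition above the mean inhibition of all tested compounds plus 3 SD, computed separately for each screening campaign, cut at about 15% in these data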
# Target sequence (P62136 whole entry, looked up): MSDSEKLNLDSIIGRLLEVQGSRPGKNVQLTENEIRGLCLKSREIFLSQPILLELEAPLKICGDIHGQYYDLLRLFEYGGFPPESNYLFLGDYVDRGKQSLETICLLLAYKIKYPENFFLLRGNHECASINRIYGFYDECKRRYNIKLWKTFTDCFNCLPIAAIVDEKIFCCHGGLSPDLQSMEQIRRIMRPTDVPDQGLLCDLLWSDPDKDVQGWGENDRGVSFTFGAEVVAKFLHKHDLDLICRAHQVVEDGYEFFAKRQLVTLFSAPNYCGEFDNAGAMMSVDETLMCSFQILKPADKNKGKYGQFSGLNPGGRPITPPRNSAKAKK
# Efflux pump mplx – antifungal efflux pump inhibition, Nile Red retention | S. cerevisiae Candida pump triplex | inhibition, % at 10 µM | actives 0.44% (n = 330,000);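 active = plate passing quality check with inhibition over a set limit, or well fluorescence over plate mean plus 4 SD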;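 note: Nile Red retained in pooled yeast measured as flow cytometry median fluorescence; 0% = buffer negative control and 100% = Enniatin B positive control; higher means more Nile Red kept so more efflux inhibition; some compounds called inactive have numbers as strong as hits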
# Active calls of the source: *; / = no result given.
SMILES,core dimer inh,EBNA-1 inhibitor,PREPL inhibitor,ZTA DNA inh,TPT1 inh,PP5 inh,Fh CTSL1 inh,PP1 inh,Efflux pump mplx
O=C(CN1C(=O)COc2ccccc21)NCc1ccccn1,-4.9,-1.8,-2.0,-4.7,-1.2,2.1,6.8,-7.4,-0.1
COC(=O)c1c(C)[nH]c(C(=O)C(C)OC(=O)C2=NNC(=O)CC2)c1C (stereo not given),-0.7,-10.0,17.8,1.1,-1.0,1.6,-25.4,-14.1,0.1
CCc1ccc(S(=O)(=O)NCc2ccc(N3CCN(C)CC3)cc2)cc1,-7.8,6.3,-0.1,-9.4,-4.1,2.6,-5.1,1.7,-0.3
Cc1ccc2nc(NC(=O)COC(=O)CSc3nc(C)cc(C)n3)sc2c1,2.5,-1.6,14.2,1.6,0.2,-0.4,-5.2,-1.6,-0.1
O=C(/C=C/c1ccccc1Cl)N1CCN(c2ncccn2)CC1,-6.5,-7.4,18.9,-0.7,-2.9,0.8,3.7,-1.8,0.3
CCOC(=O)c1c(NC(=O)CN2C(=O)NC(C)(c3ccc(Cl)cc3)C2=O)sc(C(=O)NC)c1C (stereo not given),-3.8,-6.9,-13.9,-12.6,-5.3,5.0,-0.4,1.7,-1.4
O=C(Nc1cccc(F)c1)c1cc(S(=O)(=O)N2CCOCC2)ccc1N1CCCC1,/,/,12.9,-7.1,/,3.0,/,-1.9,0.3
COc1ccc(C(=O)COC(=O)CNC(=O)c2ccc(OC)cc2)cc1,4.6,-3.6,-4.1,9.1,-4.5,1.9,-14.6,-4.5,0.0
Cc1c(C)c(C)c(S(=O)(=O)N2CCC3(CC2)OCCO3)c(C)c1C,-3.9,-4.5,-2.5,-3.2,-1.4,2.7,-6.0,-1.4,0.0
O=C1COc2ccc(S(=O)(=O)CCC(=O)NC3CCCCC3)cc2N1,-4.0,-8.4,1.4,7.5,0.5,1.2,1.1,-4.0,0.4
O=C(COc1ccccc1)Nc1ccc2c(c1)C(=O)N(CC1CCCO1)C2=O (stereo not given),0.1,-2.0,3.1,3.8,-1.9,0.5,-6.4,-4.8,-0.1
CCCC(=O)Nc1nc(C)c(-c2csc(Nc3ccc(Cl)cc3)n2)s1,-5.7,-13.7,16.8,-0.4,9.0,4.7,-3.2,-1.0,/
CCNC(=O)NC(=O)C(C)OC(=O)C1CCN(S(=O)(=O)c2ccccc2F)CC1 (stereo not given),-4.7,-3.7,8.8,-14.8,-2.7,0.5,-1.4,0.8,-0.3
CC(OC(=O)c1cccc(-n2cnnn2)c1)C(=O)NC1(C#N)CCCCC1 (stereo not given),/,/,4.1,8.3,/,-1.8,/,2.3,0.0
O=C(O)CC(SCC(=O)NC1CCCc2ccccc21)C(=O)O (stereo not given),2.2,-6.8,-3.5,-5.3,4.5,0.8,0.1,-0.8,0.0
Cc1ccc(-n2nnnc2CN2CCCCC2)cc1,-1.0,-1.0,-1.0,-4.3,0.0,-2.2,-3.0,-3.5,0.0
O=C(CNC(=O)c1ccc(Br)o1)NNC(=O)c1cccc(Cl)c1,-2.8,-6.5,9.8,2.5,2.4,1.0,-3.8,-3.4,0.0
Cc1ccc(S(=O)(=O)N2CN(CC3CCCO3)c3nc4ccccc4nc32)cc1 (stereo not given),11.1,8.2,4.3,13.3,-3.4,0.6,5.5,-0.8,0.4
O=C(NCCCO)/C(=C\c1ccco1)NC(=O)c1ccco1,-6.4,5.7,2.3,-0.7,-4.7,-0.6,1.5,-2.0,0.0
O=C(NCc1ccccn1)Nc1cccc([N+](=O)[O-])c1,-2.9,4.2,-3.7,-8.4,0.0,0.3,0.8,2.6,0.0
COC(=O)c1ccccc1NC(=O)C1CCCN(S(=O)(=O)c2ccc(F)cc2)C1 (stereo not given),12.6,-3.1,11.8,-0.1,-4.8,2.3,1.1,-1.9,0.1
S=C(NCc1ccco1)Nc1ccccc1Cl,-0.6,0.7,-2.3,0.1,3.4,2.1,-0.8,-0.9,0.1
O=C1CC(SCCc2nc3ccccc3[nH]2)C(=O)N1c1ccc(Cl)cc1 (stereo not given),-1.7,-8.7,-8.5,5.7,0.3,0.3,-2.2,4.7,0.1
Cc1nn2c(NCCN(C)C)c3c(nc2c1-c1ccccc1)CCCC3,-1.7,10.8,29.3,8.4,-2.8,-0.2,3.8,-3.2,-0.1
CCN(CC)CCn1c(C)nc2ccccc21,-0.9,3.3,-5.1,-19.2,-3.1,0.6,1.6,-0.9,0.0

# Part of the list above, with values under each structure.
# Sequence of screens – core dimer inh | EBNA-1 inhibitor | PREPL inhibitor | ZTA DNA inh | TPT1 inh | PP5 inh | Fh CTSL1 inh | PP1 inh | Efflux pump mplx
O=C(CN1C(=O)COc2ccccc21)NCc1ccccn1
 : -4.9 | -1.8 | -2.0 | -4.7 | -1.2 | 2.1 | 6.8 | -7.4 | -0.1
COC(=O)c1c(C)[nH]c(C(=O)C(C)OC(=O)C2=NNC(=O)CC2)c1C (stereo not given)
 : -0.7 | -10.0 | 17.8 | 1.1 | -1.0 | 1.6 | -25.4 | -14.1 | 0.1
CCc1ccc(S(=O)(=O)NCc2ccc(N3CCN(C)CC3)cc2)cc1
 : -7.8 | 6.3 | -0.1 | -9.4 | -4.1 | 2.6 | -5.1 | 1.7 | -0.3
Cc1ccc2nc(NC(=O)COC(=O)CSc3nc(C)cc(C)n3)sc2c1
 : 2.5 | -1.6 | 14.2 | 1.6 | 0.2 | -0.4 | -5.2 | -1.6 | -0.1
O=C(/C=C/c1ccccc1Cl)N1CCN(c2ncccn2)CC1
 : -6.5 | -7.4 | 18.9 | -0.7 | -2.9 | 0.8 | 3.7 | -1.8 | 0.3
CCOC(=O)c1c(NC(=O)CN2C(=O)NC(C)(c3ccc(Cl)cc3)C2=O)sc(C(=O)NC)c1C (stereo not given)
 : -3.8 | -6.9 | -13.9 | -12.6 | -5.3 | 5.0 | -0.4 | 1.7 | -1.4
O=C(Nc1cccc(F)c1)c1cc(S(=O)(=O)N2CCOCC2)ccc1N1CCCC1
 : / | / | 12.9 | -7.1 | / | 3.0 | / | -1.9 | 0.3
COc1ccc(C(=O)COC(=O)CNC(=O)c2ccc(OC)cc2)cc1
 : 4.6 | -3.6 | -4.1 | 9.1 | -4.5 | 1.9 | -14.6 | -4.5 | 0.0
Cc1c(C)c(C)c(S(=O)(=O)N2CCC3(CC2)OCCO3)c(C)c1C
 : -3.9 | -4.5 | -2.5 | -3.2 | -1.4 | 2.7 | -6.0 | -1.4 | 0.0
O=C1COc2ccc(S(=O)(=O)CCC(=O)NC3CCCCC3)cc2N1
 : -4.0 | -8.4 | 1.4 | 7.5 | 0.5 | 1.2 | 1.1 | -4.0 | 0.4
O=C(COc1ccccc1)Nc1ccc2c(c1)C(=O)N(CC1CCCO1)C2=O (stereo not given)
 : 0.1 | -2.0 | 3.1 | 3.8 | -1.9 | 0.5 | -6.4 | -4.8 | -0.1
CCCC(=O)Nc1nc(C)c(-c2csc(Nc3ccc(Cl)cc3)n2)s1
 : -5.7 | -13.7 | 16.8 | -0.4 | 9.0 | 4.7 | -3.2 | -1.0 | /
CCNC(=O)NC(=O)C(C)OC(=O)C1CCN(S(=O)(=O)c2ccccc2F)CC1 (stereo not given)
 : -4.7 | -3.7 | 8.8 | -14.8 | -2.7 | 0.5 | -1.4 | 0.8 | -0.3
CC(OC(=O)c1cccc(-n2cnnn2)c1)C(=O)NC1(C#N)CCCCC1 (stereo not given)
 : / | / | 4.1 | 8.3 | / | -1.8 | / | 2.3 | 0.0

# The listing continues:
SMILES,core dimer inh,EBNA-1 inhibitor,PREPL inhibitor,ZTA DNA inh,TPT1 inh,PP5 inh,Fh CTSL1 inh,PP1 inh,Efflux pump mplx
CCCCNC(=O)c1ccc(CS(=O)(=O)c2ccc(C)cc2)o1,5.3,-10.3,9.2,-2.7,1.3,-1.4,9.7,-5.7,0.3
Cc1cc(OCC#N)nc(N)n1,6.2,3.1,6.8,-15.0,-4.3,0.2,-3.7,-6.2,0.0
COc1c(C(=O)N2CCCC2)ccc2ccccc12,1.3,2.6,-5.5,-1.7,-1.0,0.4,4.8,-3.7,0.1
CC(C)Cc1nnc(NC(=O)C2CCCC2)s1,-0.3,-9.5,2.1,-17.4,-0.8,5.0,-2.6,1.9,-0.2
CCOc1ccc(CNS(=O)(=O)c2c(C(=O)N3CCCC3)c(C)n(C)c2C)cc1OC,-8.9,-13.3,11.7,-7.4,0.0,-0.5,-1.0,-0.8,0.1
O=c1c(/C=N\NS(=O)(=O)c2ccccc2)coc2ccc(Cl)cc12,3.9,7.5,-11.7,13.0,2.0,0.3,2.0,-1.3,0.0
COc1ccc(/C=N/N=C2/SCC(=O)N2Cc2ccccc2)cc1,2.4,6.9,-5.5,4.0,1.9,1.2,4.0,4.8,0.0
CN(C)CCCN(C(=O)c1ccc(S(=O)(=O)N2CCc3ccccc3C2)cc1)c1nc2c(F)cccc2s1,-1.2,1.3,-13.2,0.5,-0.3,1.6,0.9,9.9,-0.1
Cc1ccc(NC(=O)CCC(=O)N/N=C/c2ccccc2O)cc1,-10.5,17.2,-2.5,11.3,-3.6,0.0,-0.4,-3.4,-0.1
O=C(CCCCC(=O)NCc1cccs1)NCc1cccs1,-5.2,-5.5,14.6,-20.6,-4.1,2.7,-1.2,2.6,0.1
Brc1cccc(-c2n[nH]c(-c3ccccc3)n2)c1,-3.1,-3.8,-6.4,-36.5,2.9,-1.2,3.0,0.7,0.1
CCOC(=O)c1ccc(NC(=O)c2nc[nH]c2C(=O)N2CCN(c3ccccc3)CC2)cc1,5.9,16.8,9.6,10.3,-3.7,2.3,2.4,1.7,-0.1
COc1ccc(Oc2ccc(/C=N/NC(=O)c3cccnc3)cc2[N+](=O)[O-])cc1,3.3,-7.7,15.2,0.6,-3.4,-1.1,-4.6,1.0,0.2
CC(=O)Cn1c(C(F)(F)F)nc2ccccc21,-0.8,11.2,6.9,0.5,-5.6,0.2,-2.6,-2.1,-0.1
CCN1C(=O)C(c2ccc(O)cc2)(c2ccc(O)cc2)c2ccccc21,3.6,0.1,-9.4,9.1,-1.4,3.1,-0.2,0.3,-0.2
CCN1CCN(c2nc3c(c(=O)[nH]c(=O)n3C)n2Cc2ccccc2F)CC1,-14.7,-6.7,20.1,-8.8,-0.5,-0.4,1.5,-2.2,0.0
CCNC(=O)NC(=O)COC(=O)CCc1nc(=O)c2ccccc2n1C,-3.1,2.0,4.9,4.0,-1.5,2.4,-5.2,-0.9,0.2
Cc1ccc(NC(=O)CCNS(=O)(=O)c2ccc3[nH]c(=O)oc3c2)cc1N(C)C,8.2,2.0,3.1,10.0,-0.4,1.1,0.7,-1.3,0.0
CCCCN(C(=O)CSCc1c(C)noc1C)c1c(N)n(CCCC)c(=O)[nH]c1=O,-3.3,-8.7,-6.5,4.8,-1.7,1.4,-0.6,-2.7,0.0
c1ccc(-c2nnc(SCC3CCCCO3)nc2-c2ccccc2)cc1 (stereo not given),6.9,0.4,-8.4,3.1,0.6,-0.2,0.0,-2.6,0.0
Cc1ccccc1-c1nnc(SCC(=O)NC2CCCCC2)o1,-3.2,-1.9,5.5,2.6,-7.2,-2.1,4.3,-2.5,-0.1
O=C(CSc1nnc(Cn2c(=O)sc3ccccc32)n1-c1ccccc1)Nc1nccs1,6.6,-2.0,-18.9,6.7,1.2,-0.4,3.0,0.6,0.1
COCCSc1nnc(NC(=O)Cc2cccs2)s1,6.7,4.0,-3.8,13.6,-0.2,3.0,-1.4,-3.7,0.0

# Arranged by the number under PP5 inh (smallest number first): some entries from above
compound | PP5 inh
O=C(COc1ccccc1)Nc1ccc2c(c1)C(=O)N(CC1CCCO1)C2=O (stereo not given) | 0.5
COC(=O)c1ccccc1NC(=O)C1CCCN(S(=O)(=O)c2ccc(F)cc2)C1 (stereo not given) | 2.3
CCNC(=O)NC(=O)COC(=O)CCc1nc(=O)c2ccccc2n1C | 2.4

# A portion of the library. The share of hits here may be higher or lower than overall.
